HePTP inh – human HePTP phosphatase inhibition | inhibition, % at 20 µM | recombinant HePTP phosphatase activity, OD absorbance | 110,000 compounds, 0.64% hits | AID 521; in the data active = inhibition above about 50%;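 note: plate controls were vehicle for no effect and reference inhibitor for full effect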
Target sequence (P35236 whole entry, looked up): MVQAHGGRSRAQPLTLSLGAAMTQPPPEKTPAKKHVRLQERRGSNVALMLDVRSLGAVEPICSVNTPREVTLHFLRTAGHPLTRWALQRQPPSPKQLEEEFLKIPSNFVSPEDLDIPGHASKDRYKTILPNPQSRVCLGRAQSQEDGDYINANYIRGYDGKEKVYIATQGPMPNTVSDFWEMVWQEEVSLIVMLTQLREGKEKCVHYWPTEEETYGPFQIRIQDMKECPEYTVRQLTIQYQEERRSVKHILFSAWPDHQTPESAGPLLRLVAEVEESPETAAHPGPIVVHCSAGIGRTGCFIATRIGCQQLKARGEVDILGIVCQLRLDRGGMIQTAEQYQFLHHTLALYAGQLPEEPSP
BAP1 block – inhibitors of human BAP1 deubiquitinase. 72,000 compounds, 0.48% hits. recombinant BAP1, Ub-AMC hydrolysis fluorescence kinetic; stronger effect = lower value. AID 436. Q92560. activity remaining (% of control), % at 20 µM;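 active = activity remaining at or below 50% of control, provided the compound also passes the data quality filters; inactive = the rest, including low values that fail the filters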;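 note: 100% = DMSO wells rate and 0% = substrate alone blank rate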
Target sequence (Q92560 whole entry, looked up): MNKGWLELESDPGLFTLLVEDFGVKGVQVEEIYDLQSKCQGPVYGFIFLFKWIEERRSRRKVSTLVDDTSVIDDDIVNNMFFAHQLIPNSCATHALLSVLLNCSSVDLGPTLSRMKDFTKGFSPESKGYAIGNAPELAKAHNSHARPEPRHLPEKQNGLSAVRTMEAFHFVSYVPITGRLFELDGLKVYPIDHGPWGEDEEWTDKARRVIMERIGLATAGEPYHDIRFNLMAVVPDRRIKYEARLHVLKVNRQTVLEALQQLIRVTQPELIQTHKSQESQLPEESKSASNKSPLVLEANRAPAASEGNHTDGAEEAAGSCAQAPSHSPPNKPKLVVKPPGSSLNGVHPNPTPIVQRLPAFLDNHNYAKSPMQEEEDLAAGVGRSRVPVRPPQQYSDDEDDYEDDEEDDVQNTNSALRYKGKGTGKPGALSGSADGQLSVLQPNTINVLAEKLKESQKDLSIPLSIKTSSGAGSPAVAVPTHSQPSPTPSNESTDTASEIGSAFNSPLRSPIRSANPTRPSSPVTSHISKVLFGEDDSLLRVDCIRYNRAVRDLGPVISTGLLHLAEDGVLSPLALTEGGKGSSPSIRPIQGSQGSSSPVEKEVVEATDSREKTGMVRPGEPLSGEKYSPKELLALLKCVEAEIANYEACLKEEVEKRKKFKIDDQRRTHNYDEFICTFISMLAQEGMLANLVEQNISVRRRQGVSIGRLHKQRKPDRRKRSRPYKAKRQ
* = called active by the depositor; . = no result given; & = joins results of further samples.

SMILES	HePTP inh	BAP1 block
CCCCNC(=O)CCC(=O)Nc1ncc(-c2ccc(C)cc2)n1C	-4.0	78.6
Cc1nc2ccc(N=Cc3cc(Br)ccc3O)cc2s1	.	98.3
COc1ccc(C2(CNC(=O)c3ccccc3[N+](=O)[O-])CCCC2)cc1OC	.	111.4
O=C(NC12CC3CC(CC(C3)C1)C2)NC12CC3CC(CC(C3)C1)C2	.	59.3
CC(C)OC(=O)CSc1nnc(-c2ccc(Cl)cc2Cl)o1	11.3	86.9
Nn1cnnc1N/N=C/C=C/c1ccccc1	4.7	.
CC(=O)c1sc(Nc2nc3ccc(F)cc3s2)nc1C	2.6	81.8
CN(C)c1ccc(NS(=O)(=O)c2ccc(F)cc2)cc1	-9.1	.
CCCCCn1c(SCCc2ccccc2)nc2c1c(=O)[nH]c(=O)n2C	4.8	95.2
COc1cc(Br)cc(/C=C(\C#N)C(=O)NC2CCCCC2)c1O	-0.7	.
CN(C)c1cc(N/N=C/C=C/c2ccccc2)nc(N(C)C)n1	10.2	.
COc1ccc(-c2nn3c(-c4ccc(F)cc4)nnc3s2)cc1	-1.8	117.7
CCOC(=O)c1cc2c(=O)n3cccc(C)c3nc2n(CC2CCCO2)c1=NC(C)=O (centres undefined)	6.3	572.2
Cn1cnnc1SCC(=O)c1c[nH]c2ccccc12	4.3	123.5
COCCCNC(=O)COc1ccc2ccccc2c1	0.1	.
CCOCCCN(C(=O)c1ccco1)C(C(=O)NC1CCCC1)c1cccc(OC)c1OC (centres undefined)	-2.8	96.0
O=C(COC(=O)c1cccc(NC(=O)c2ccco2)c1)c1ccc(Br)cc1	6.6	85.4
COc1ccc(CN2CCCCC2C)c(C)c1C (centres undefined)	4.1	95.9
CC(NC(=O)c1ccco1)C(=O)Nc1nc(-c2ccccn2)cs1 (centres undefined)	9.0	87.3
CCN1C(=O)NC(c2ccc([N+](=O)[O-])cc2)C(C(=O)OCCOc2ccccc2)=C1C (centres undefined)	-13.1	.
Cc1nn(C(=O)c2cccnc2)c(C)c1Sc1ccc(Br)cc1	-5.6	.
COc1ccc(Br)cc1C(=O)Nc1ccc(-c2nc3ccccc3o2)cc1	11.1	.
O=C(Nc1ccc(Br)cc1)c1ccc2c(c1)C(=O)N(c1ccc([N+](=O)[O-])cc1)C2=O	.	107.6
O=C1C(=O)N(CCCn2ccnc2)C(c2cccnc2)/C1=C(/O)c1ccccc1 (centres undefined)	-6.5	.
O=C1c2cccc([N+](=O)[O-])c2C(=O)N1c1cccc(-c2nc3ccccc3c(=O)o2)c1	7.0	.
COCCCN1C(=O)C(=O)/C(=C(/O)c2ccccc2)C1c1ccc(N(C)C)cc1 (centres undefined)	4.0	105.2
Cn1c(=O)c2c(nc(Oc3ccc(-c4ccccc4)cc3)n2C)n(C)c1=O	5.8	61.6
Cc1ccc(N2C(=O)C3C(C2=O)C3(c2ccccc2)c2ccccc2)c(C)c1 (centres undefined)	7.4	.
O=C(CSCc1ccc(Br)cc1)N1CCOCC1	-2.7	108.8
O=C(Cn1c(-c2ccccc2)noc1=O)Nc1ccc(S(=O)(=O)N2CCOCC2)cc1	-1.3	102.2
COC(=O)NC(NC(=O)OC)c1ccc(OC)cc1	8.5	.
CCOC(=O)C1CCCN(c2ncnc3c2cnn3-c2ccc(OC)cc2)C1 (centres undefined)	6.4	81.8
N#Cc1nc(COc2ccccc2)oc1NCCN1CCOCC1	6.0	97.3
CC1CCN(C(=O)CSc2nc3cccnc3n2C)CC1	12.8	107.2
O=C(NCc1ccc2c(c1)OCO2)C1CCCN1C(=O)Nc1cccc(Cl)c1 (centres undefined)	12.1	140.6
CCc1nc(NCc2ccccn2)c2oc3ccccc3c2n1	3.6	.
CC(=O)Oc1ccc(N2C(=O)CC(Sc3ccccc3C(=O)O)C2=O)cc1 (centres undefined)	-2.5	.
N/C(CSc1nnc2c(n1)[nH]c1ccccc12)=N\O	5.4	.
O=C(OCCN1CCOCC1)c1ccc(Cl)cc1	10.0	.
COc1ccc2nc(Nc3nc(C)c(CCC(C)C)c(=O)[nH]3)nc(C)c2c1	11.5	125.8
O=C(Nc1ncc(Cc2ccc(Cl)cc2Cl)s1)c1ccccc1Br	-0.5	.
CC1(C)NC(=O)N(CCCOc2ccc3c(c2)CCC3)C1=O	-7.0	158.9
CCOC(=O)C1=C(C)NC(=O)C(C(N)=O)C1c1ccccc1 (centres undefined)	-0.7	95.7
COc1cc(/C=C2/SC(=S)N(C)C2=O)ccc1OC(=O)c1cccc(Br)c1	3.0	.
Cc1ccc(NC(=O)N2CCC(C(N)=O)CC2)cc1	2.2	95.5
CCOC(=O)C(=O)N1CCN(c2cccc(Cl)c2)CC1	-1.9	.
CCOCCCNC(=O)CS(=O)(=O)Cc1nc(-c2cccc(OC)c2)oc1C	9.0	102.8
CCCCc1ccc(-c2ccc(C)cc2O)nc1	6.5	81.3
COc1ccc2c(c1)[nH]c1c(=O)n(CCN3CCCC3)cnc12	8.7	105.5
COc1ccccc1N=Cc1cccc([N+](=O)[O-])c1O	.	68.4
Cc1ccc(S(=O)(=O)NC(=O)Nc2c(C)n(C)n(-c3ccccc3)c2=O)cc1	1.7	86.4
Cc1cc(Nc2ccc(C)c(C)c2)n2nc(C)nc2n1	4.1	89.4
O=C(Cn1nnc(-c2ccccc2)n1)NCc1cccs1	10.0	105.5
CCOc1ccc(N2C(=O)CC(N3CCN(C(=O)c4ccco4)CC3)C2=O)cc1 (centres undefined)	1.6	97.8
CC(c1ccco1)N(C(=O)Nc1ccc(Cl)cc1)c1ccccn1 (centres undefined)	-10.7	96.4
CCCN(CCC)C(=O)CC12CC3CC(C1)CC(CC(=O)N(CCC)CCC)(C3)C2	-3.8	.
CCOC(=O)C1=C(C)NC(=O)NC1c1ccc(OC)c(CN2CCOCC2)c1 (centres undefined)	-0.7	63.9
Oc1ccc(N2CCN(C(c3cccnc3)c3nnnn3Cc3ccccc3)CC2)cc1 (centres undefined)	11.8	105.4
Cc1ccc(OCC(=O)N2CCC(Cc3ccccc3)CC2)c(C)c1	7.9	.
CC(C)NC(=O)c1nn2c(C(F)(F)F)c3c(nc2c1Cl)-c1ccccc1CC3	6.8	.

Filtered by structure: the compounds so far containing two or more sulfur atoms.
SMILES	HePTP inh	BAP1 block
CC(=O)c1sc(Nc2nc3ccc(F)cc3s2)nc1C	2.6	81.8
COc1cc(/C=C2/SC(=S)N(C)C2=O)ccc1OC(=O)c1cccc(Br)c1	3.0	.

Later entries
SMILES	HePTP inh	BAP1 block
COc1c2ccoc2nc2c(OC)c(OCC(O)C(C)(C)O)ccc12 (centres undefined)	9.5&-3.5	56.2
COc1cccc(C(=O)Nc2sc3c(c2C#N)CC(C)(C)OC3)c1	-3.7	.
CCC(C)NC(=O)Cn1nc(C(F)(F)F)c(Cl)c1C (centres undefined)	-16.8	.
COc1cc(Cl)cc2c1OC1(C=C2)c2ccccc2-c2ccccc2N1C (centres undefined)	.	76.8
COc1ccc(S(=O)(=O)Nc2ccc3c(c2)COC3=O)cc1OC	-3.6	96.7
Cc1ccc(-c2nnc(Nc3ccccc3)o2)cc1	-0.5	55.0
O=C(CN1C(=O)c2ccccc2S1(=O)=O)NC1CC2CCC1C2 (centres undefined)	-3.6	92.3
CC(=O)N1CCc2cc(S(=O)(=O)NCCCN3CCN(Cc4ccccc4)CC3)ccc21	0.4	108.2
Cc1nc(COC(=O)c2c(C)nn(-c3ccccc3)c2C)cs1	-1.9	87.2
Cc1ccc2oc(=O)c3cc(C(=O)NCCN4CCN(C)CC4)sc3c2c1	10.5	59.5
CCOC(=O)c1c(NC(=O)CNCc2ccccc2)sc2c1CCCCC2	-0.2	.
CCN1CCN(S(=O)(=O)c2ccc(S(=O)(=O)N(CC)Cc3ccccc3)cc2)CC1	8.8	90.1
CCn1ncc(Br)c1C(=O)Nc1ccc(Cl)cn1	-8.7	118.6
CC(C)c1nnc(NC(=O)CCCC(=O)O)s1	9.8	111.1
CCOc1ccc(NC2CC(=O)N(c3ccccc3F)C2=O)cc1 (centres undefined)	8.6	181.6

Gathered by group: the entries above containing a COOH group
SMILES	HePTP inh	BAP1 block
CC(=O)Oc1ccc(N2C(=O)CC(Sc3ccccc3C(=O)O)C2=O)cc1 (centres undefined)	-2.5	.
CC(C)c1nnc(NC(=O)CCCC(=O)O)s1	9.8	111.1

(list continues)
SMILES	HePTP inh	BAP1 block
COc1ccc(C)cc1NC(=O)C(=O)NCc1cccnc1	-5.4	.
COCCn1c(SCC(=O)Nc2cc(Cl)ccc2OC)nc2c(c1=O)SC(C)C2 (centres undefined)	1.0	92.9
O=C(Cn1cnc([N+](=O)[O-])n1)Nc1ccc(Br)cc1	-7.8	.
COc1ccc(C(=O)Nc2ccc(C)c(Cl)c2)cc1OC	-12.6	.
Cc1cc(C)nc(SCC(=O)Nc2nncs2)n1	-8.0	.
CC12CN3CCN(CC(C3)C1(O)CN1CCOCC1)C2 (centres undefined)	16.5	100.8
Cc1cccc(NC(=O)c2cc(NC(=O)c3ccco3)ccc2Cl)n1	2.9	.
Cc1nnc(NC(=O)CSc2nnc(Cc3ccccc3)n2-c2ccccc2)s1	8.8	95.5
O=c1c(Oc2ccccc2Br)c(C(F)(F)F)oc2c(CN3CCOCC3)c(O)ccc12	1.5	.
CC1=CC(C)(C)N(C(=O)C(C)N2C(=O)c3ccccc3C2=O)c2cc(C)ccc21 (centres undefined)	1.2	112.7
Cc1ccc(N(C(=O)c2cccs2)C2C=CS(=O)(=O)C2)cc1 (centres undefined)	6.9	95.9
COc1ccc(N(CC(=O)Nc2cc(Cl)ccc2OC)S(=O)(=O)c2c(C)noc2C)cc1	1.5	113.4
CC(C)CCN(CCN1C(=O)c2ccccc2C1=O)CCN1C(=O)c2ccccc2C1=O	3.7	.
C=CCOc1cccc(/C=N/NC(=O)C(=O)NCc2ccccn2)c1	-13.9	.
O=C(Nc1ccc(F)cc1)c1ccc(Br)c(S(=O)(=O)N2CCOCC2)c1	11.8	.
COc1cc(OC)c(NS(=O)(=O)c2ccc(F)cc2)cc1Cl	-4.8	.
CCOC(=O)C1=C(C)NC(=O)NC1c1cccc(O)c1 (centres undefined)	-11.3	112.8
Cc1cccc(OCC(=O)Nc2ccc(N3CCOCC3)cc2)c1	-6.2	117.7
CCOC(=O)Nc1ccc(S(=O)(=O)Nc2nccc(C)n2)cc1	-0.1	.
O=C(COc1ccc2ccccc2c1)NNC(=O)c1ccccc1Cl	9.8	.
COc1cccc(NC(=O)c2ccc(CN3CCOCC3)cc2)c1	-3.7	104.0
CCc1ccccc1N(C(=O)CCC(=O)Nc1cc(C)on1)C(C(=O)NC1CCCC1)c1ccco1 (centres undefined)	-4.7	89.7
Cc1cccc(C(=O)Oc2ccc(/C=C3/SC(=S)NC3=O)cc2)c1	6.5	.
CCOC(=O)COc1cccc2c(=O)n(CC(=O)N3CCc4ccccc43)ccc12	7.0	97.6
CC(NC(=O)c1cc(-c2ccccc2)on1)c1ccccc1 (centres undefined)	-3.2	84.3
COc1ccccc1/C=N/Nc1nc(-c2ccccc2)nc(C)c1C	4.6	.
CC1CCN(c2nc(-c3ccc(F)cc3)cc(C(F)(F)F)n2)CC1	1.0	.
O=[N+]([O-])c1cc(-n2ncnc2-c2ccc(Cl)cc2)ccc1F	2.8	.
COc1ccc(C(=O)Nc2ccc(N(C)C(C)=O)cc2)cc1	0.8	.
CCN1C(=O)c2cccc3c(NS(=O)(=O)c4ccc(NC(C)=O)cc4)ccc1c23	9.8	98.2
CS(=O)(=O)N(Cc1ccc(C(=O)N[C@@H]2CCCC[C@H]2O)cc1)c1ccccc1	3.0	.
CN(C)c1ccc(C2Nc3ccc(C(=O)c4ccccc4)cc3NC3=C2C(=O)CCC3)cc1 (centres undefined)	-8.8	74.6
CCCCC(=O)Nc1ccc(Br)cc1C(=O)O	-12.0	78.5
CCOc1ccc(Nc2nc(-c3c(C)nc4sccn34)cs2)cc1	-6.4	.
COC(=O)c1ccccc1NC(=O)CN(c1ccc(OC)cc1)S(=O)(=O)c1ccc(C)cc1	50.4*	.
Cc1cc(C)cc(N(CC(=O)N2CCN(Cc3ccccc3)CC2)S(=O)(=O)c2c(C)noc2C)c1	3.7	94.6
Cc1cccc(CC2CC(=O)N(c3ccc(/C=C/C(=O)O)cc3)C2=O)c1 (centres undefined)	10.1	.
O=C(CCC(=O)Nc1ccccc1)NCCO	-7.4	.
CCOc1ccccc1NC(=O)CCCOc1ccc(Cl)cc1Cl	0.4	.
CCOC(=O)N1CCN(c2c(N3CCc4ccccc43)c(=O)c2=O)CC1	-5.3	63.7
CCOC(=O)C1C(c2cccc([N+](=O)[O-])c2)NC(=S)NC1(O)C(F)(F)F (centres undefined)	.	146.3
Oc1ccccc1/C=N/Nc1nc(N2CCCC2)nc(N2CCCC2)n1	-13.2	.
COc1ccccc1NC(=O)C(=O)N/N=C/c1ccc2c(c1)OCO2	-2.8	.
O=[N+]([O-])c1ccc(N2CCN(S(=O)(=O)c3ccccc3)CC2)c2cccnc12	3.2	.
O=C(O)c1ccccc1/C=C1/SC(=S)N(c2cccc(Cl)c2)C1=O	5.8	.
COc1ccc(OC)c(C(c2nnnn2Cc2ccccc2)N2CCC(C(N)=O)CC2)c1 (centres undefined)	4.4	108.7
COc1cccc(NC(=O)C(=O)N/N=C/c2ccc(OC)cc2OC)c1	3.4	.
CCCCOC(=O)c1ccc(NC(=O)c2ccc(-c3cccc([N+](=O)[O-])c3)o2)cc1	5.0	.
Cc1ccc(C23CC4CC(CC(C(=O)NCc5ccccc5)(C4)C2)C3)cc1	-2.5	.

Complete entries from above:
Cc1ccc(C23CC4CC(CC(C(=O)NCc5ccccc5)(C4)C2)C3)cc1 is listed with HePTP inh = -2.5; BAP1 block = .
CCCCOC(=O)c1ccc(NC(=O)c2ccc(-c3cccc([N+](=O)[O-])c3)o2)cc1 is listed with HePTP inh = 5.0; BAP1 block = .

High-throughput results (PubChem BioAssay)

An unsorted share of the library (roughly 0.83% active in at least one column).
